ALOX12 inh = Primary qHTS assay for inhibitors of human arachidonate 12S-lipoxygenase (ALOX12): Round 2; Potency, µM (highest dose often 108 µM), without a hit: at the highest dose activity change, negative = inhibition, actives largely listed as inhibitors; AID 1671190, 2021; purified 12hLO, xylenol orange hydroperoxide absorbance; hit rate 1.1% among 580,000; further: potency means the concentration at half of the fitted maximal effect; on the % scale 0 is the no-effect control and ±100 the full control effect
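Hydroperoxide product was detected by ferrous iron/xylenol orange as the 573 to 405 nm absorbance ratio. Arachidonic acid at 40 uM (final) was turned over for 30 min at room temperature by 150 nM human 12hLO, pH 7.0 Hepes buffer, after 15 min compound preincubation.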
POLH inh = qHTS for Inhibitors of Polymerase Eta | recombinant Pol eta, fluorescent DNA replication assay | Potency, µM (top dose mostly 114 µM), without a hit: top-dose activity change, negative = inhibition, most hits filed as inhibitors | hit rate 1.2% among 390,000 | AID 588591, 2011; further: potency means the concentration at half of the fitted maximal effect; on the % scale 0 is the no-effect control and ±100 the full control effect
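Pol eta at 10 nM preincubated with compounds 15 min at room temperature; reaction started with fluorescent substrate (50 nM final) and read kinetically at 0 and 10 min.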
Pol kappa inh = qHTS for Inhibitors of Polymerase Kappa | DNA polymerase kappa (Homo sapiens), Q9UBT6 | purified Pol kappa, fluorescent DNA synthesis assay, 10 min | Potency, µM (titrated, usually from 107 µM), inactives show at the top dose activity, negative = inhibition, actives largely listed as inhibitors | hit rate 0.53% among 400,000 | AID 588579, 2011; further: potency means the concentration at half of the fitted maximal effect; on the % scale 0 is the no-effect control and ±100 the full control effect
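Kinetic fluorescence screen: compound preincubated 15 min RT with 10 nM enzyme; 50 nM substrate (final) initiates; reads at 0/10 min.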
POLB inh = qHTS Assay for Inhibitors of DNA Polymerase Beta; P06746; Pol beta primer extension/strand displacement, fluorescence kinetic; Potency, µM (top dose mostly 114 µM), inactives show at the highest dose activity change, negative = inhibition, actives largely listed as inhibitors; hit rate 1.3% among 340,000; AID 485314, 2010; further: potency means the concentration at half of the fitted maximal effect; on the % scale 0 is the no-effect control and ±100 the full control effect
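Reaction started by 50 nM substrate onto compound-treated Pol beta (10 nM, 15 min preincubation, room temperature); plates read at 0 min and 10 min. Normalized concentration-effect data fitted by four-parameter Hill equation.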
LDHA inh = qHTS assay for inhibitors of human lactate dehydrogenase. L-lactate dehydrogenase A chain (Homo sapiens), P00338. hit rate 0.15% among 480,000. activity change, % (values are at about 110 or 230 µM). purified LDHA, NADH/diaphorase-resazurin fluorescence; active compounds read low; in the data active means activity change below about -30%; inconclusive means mostly about -25% to -30%;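 further: plate controls were DMSO wells for no effect and wells without enzyme for full effect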
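Remaining NADH was detected by diaphorase (0.133 mg/mL) converting 37 µM resazurin to fluorescent resorufin, read at 0 and 20 minutes. The preceding 5-minute room-temperature reaction used 2 nM LDHA, 0.2 mM sodium pyruvate and 0.06 mM NADH at pH 7.4.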
ERG Ets-DNA blk = qHTS for Small Molecule Inhibitors of the ERG Ets/DNA interaction. fluorescence polarization, His-ERG Ets domain / labelled DNA. Potency, µM (top dose mostly 76.9 µM), without a hit: top-dose FP activity, negative = inhibition, most hits filed as inhibitors. hit rate 0.028% among 370,000. AID 624246, 2012; active means well fitted inhibition curve with a large enough effect in the polarisation, with a control signal flat; inconclusive means small, poorly fitted or top-dose-only effect, or effect the other way, or a change in a side signal; inactive means no such curve, though single readings can be large or run the other way; the % refers to the polarisation;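 further: polarization taken with two DNA probes labelled with fluorescein and Texas red; potency means the concentration at half of the fitted maximal effect; % of control where 0% means no effect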
Target sequence (P11308 whole entry, looked up, the tested form may be a part): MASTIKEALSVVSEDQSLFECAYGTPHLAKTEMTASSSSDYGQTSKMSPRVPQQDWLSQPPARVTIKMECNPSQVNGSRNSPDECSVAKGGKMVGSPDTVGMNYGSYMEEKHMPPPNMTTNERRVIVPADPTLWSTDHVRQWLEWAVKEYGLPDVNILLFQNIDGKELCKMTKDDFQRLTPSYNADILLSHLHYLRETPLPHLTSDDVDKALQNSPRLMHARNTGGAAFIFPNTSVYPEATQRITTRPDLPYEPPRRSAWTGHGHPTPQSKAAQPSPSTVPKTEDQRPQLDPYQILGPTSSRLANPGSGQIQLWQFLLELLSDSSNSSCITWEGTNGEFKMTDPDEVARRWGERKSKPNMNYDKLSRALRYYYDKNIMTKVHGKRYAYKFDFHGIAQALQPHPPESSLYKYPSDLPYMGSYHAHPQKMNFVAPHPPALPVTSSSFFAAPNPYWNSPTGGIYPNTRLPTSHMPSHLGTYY
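His-tagged ERG Ets domain (1 uM in the protein solution; 300mM KCl, 50mM Tris-HCl, 1mM EDTA, 1mM DTT, pH 7.5) received compound, then a probe mix of 5 nM fluorescein-DNA and 100nM Texas-615-DNA. Fluorescence polarization was read for both dyes.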
Anesthetic bind = qHTS Assay for Identification of Novel General Anesthetics; AID 485281, 2010; hit rate 0.074% among 350,000; Ferritin light chain (Equus caballus), P02791; Potency, µM (doses to about 77.5 µM), for the others: at the highest dose activity change, negative = displacement, hits mostly inhibitors; apoferritin/1-aminoanthracene competitive binding, fluorescence; further: potency means the concentration at half of the fitted maximal effect; on the % scale 0 is the no-effect control and ±100 the full control effect; nearly all actives have a fitted effect of over 20% in size
Target sequence (P02791 2-175 limits assumed): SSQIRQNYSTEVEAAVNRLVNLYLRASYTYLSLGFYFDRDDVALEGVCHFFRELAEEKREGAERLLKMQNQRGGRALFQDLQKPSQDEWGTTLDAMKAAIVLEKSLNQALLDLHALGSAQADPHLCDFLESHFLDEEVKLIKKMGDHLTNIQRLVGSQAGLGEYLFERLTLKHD
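Horse-spleen apoferritin (10 uM) in 50% saturated 1-aminoanthracene in PBS was incubated 10 min at room temperature with compound. Fluorescence (ex 380, em 535 nm) was normalized to free and bound 1-AMA, with concentration-response fitted by a four-parameter Hill equation.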
RGS4 inh = Inhibitors of Regulator of G Protein Signaling (RGS) 4: qHTS; Transcreener GDP fluorescence polarization, RGS4-accelerated GTP hydrolysis; Potency, µM (doses to about 114 µM), without a hit: at the top dose activity change, negative = inhibition, most hits filed as inhibitors; hit rate 0.039% among 390,000; AID 504845, 2011; further: potency means the concentration at half of the fitted maximal effect; on the % scale 0 is the no-effect control and ±100 the full control effect; nearly all actives have a fitted effect of over 75% in size; some results filed as inactive show a strong effect at the top dose
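MLSMR compounds (23 nl, pin-transferred) preincubated 10 min at room temperature with a 500nM (2x) first reagent, then RGS4 at 900nM (2x) plus Transcreener GDP mix added; fluorescence polarization (620/688 nm) read before and after 90 min at 30 °C.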
APE1 inh = qHTS Assay for Inhibitors of the Human Apurinic/apyrimidinic Endonuclease 1 (APE1); DNA repair nuclease/redox regulator APEX1 (Homo sapiens), P27695; recombinant APE1, TAMRA/BHQ-2 abasic DNA cleavage fluorescence; Potency, µM (doses to about 65.8 µM), for the others: at the highest dose activity change, negative = inhibition, hits mostly inhibitors; hit rate 0.35% among 350,000;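 further: potency means the concentration at half of the fitted maximal effect; plate controls were vehicle for no effect and reference inhibitor for full effect; nearly all actives have a fitted effect of over 55% in size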
Target sequence (P27695 whole entry, looked up): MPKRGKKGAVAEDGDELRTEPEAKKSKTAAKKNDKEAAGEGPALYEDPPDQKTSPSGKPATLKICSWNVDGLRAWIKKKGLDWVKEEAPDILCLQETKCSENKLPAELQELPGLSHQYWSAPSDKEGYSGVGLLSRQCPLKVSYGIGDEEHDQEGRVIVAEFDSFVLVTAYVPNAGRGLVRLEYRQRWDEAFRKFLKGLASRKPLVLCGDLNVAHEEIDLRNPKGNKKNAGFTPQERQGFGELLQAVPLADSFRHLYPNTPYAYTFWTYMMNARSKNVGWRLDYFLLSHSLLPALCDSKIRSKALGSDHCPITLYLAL
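Quantitative HTS: incision of a TAMRA/BHQ-2 double-stranded substrate bearing a tetrahydrofuran abasic site by 0.75 nM APE1 raises fluorescence. Substrate 50 nM final, added after 15 min compound preincubation at room temperature; progress as third-minus-first kinetic read difference.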
Starred values were filed as active, the others as inactive; ? = inconclusive; / = no result given; & = joins results of further samples; [ ] = another dose, or the depositor's remark. Unless noted, the call rests on the fitted dose curve; in most records, active means well fitted curve in the direction sought with a large enough effect; inconclusive means small, poorly fitted or top-dose-only effect, or another doubt; inactive means no such curve, though single readings can be large; an effect the other way counts as inactive or inconclusive.

No.	mol	ALOX12 inh	POLH inh	Pol kappa inh	POLB inh	LDHA inh
1	CC(=O)c1ccc(NC(=O)CN(C)S(=O)(=O)c2cc3c(cc2Cl)NC(=O)CO3)cc1	-23%	-9%	5%[60.1 µM]	?	2
2	CC(C)Oc1ccc(CNC(=O)CCCn2c(=O)c3cccn3c3cccnc32)cc1	-11%	-15%	-4%	12%	-7
3	CC(=O)NC(C)C(=O)OCC(=O)c1ccc(-c2ccccc2)cc1 (centres undefined)	-1%	-12%	-10%	-2%	-3
4	COc1ccc(CNC(=O)C(OC(=O)c2nsc(Cl)c2Cl)C(C)C)cc1 (centres undefined)	-7%	4%	-11%	1%	-15
5	COCCNC(=O)c1cccc(OC2CCN(Cc3ccc(OC(F)F)cc3)CC2)c1	9%	-5%	-3%	4%	-7
6	COc1cc2c(cc1NC(=O)COCC(=O)O)oc1ccccc12	0%	10%	-2%	1%	-10
7	CCOc1ccc(-c2noc(CCCC(=O)NC3CCCC3)n2)cc1OC	-7%	-2%	-5%	40%	-4
8	O=C(CN1C(=O)NC2(CCCC2)C1=O)Nc1ccc(Cl)cc1F	-1%	12%	4%	-14%	-15
9	O=C(Cn1nnc(-c2ccc(C(F)(F)F)cc2)n1)NCCc1ccccc1	-12%	-3%	5%	1%	2
10	Cc1ccccc1-n1nc2c(c1NC(=O)c1cc3ccccc3oc1=O)CS(=O)C2 (centres undefined)	/	-6%	-9%	35%	-2

No.	ERG Ets-DNA blk	Anesthetic bind	RGS4 inh	APE1 inh
1	-2%	-13%	-23%	/
2	-2%	-7%	-13%	/
3	-3%	-8%	-15%	-4%
4	-1%	-16%	19%	-8%
5	15%	-4%	3%	-1%
6	1%	1%	5%[56.9 µM]	-18%
7	7%	2%	-6%	6%
8	-6%	-11%	18%	10%
9	7%	-6%	0%	/
10	9%	-2%	10%	-12%

The listing continues:
No.	mol	ALOX12 inh	POLH inh	Pol kappa inh	POLB inh	LDHA inh
11	O=C(/C=C/c1cccs1)c1cc(F)ccc1OC(=O)N1CCOCC1	0%	-8%	4%	/	-1
12	COc1ccc(N2CCc3c(C)nc4c(OC)cc(OC)cc4c32)c(OC)c1	1%	-7%	-5%	14%	11
13	CCOC(=O)C1CCCCN1Cc1cccc(C(F)(F)F)c1 (centres undefined)	?	-13%	-29%	7%	-6
14	COc1ccccc1NC(=O)c1sc2nc(C)c(C(=O)Nc3ccc(C)cc3C)c(-c3ccc(Br)cc3)c2c1N	-21%	-3%	-1%	13%	-4
15	C/C(=N\NC(=O)c1ccc(O)cc1)c1ccc2c(c1)Nc1ccccc1S2	?	-16%	-8%	3%	2
16	O=C(CCCN1C(=O)c2ccccc2C1=O)NCc1ccco1	483%[activator]	-8%	-1%	3%	-9
17	Cc1nc2c([nH]c3ccc(Br)cc32)s1	3%	-7%	-1%	-17%	3
18	Cc1nn(C)cc1/C=C/C(=O)c1ccccc1	-20%	-18%	0%	6%	-6
19	COc1ccccc1C(=O)OCCc1ccccc1	7%	-5%	-12%	/	-2
20	Cc1ccc(CC2(OCCN(C)C)CCC(C(C)(C)C)CC2)cc1 (centres undefined)	?	?	-17%	/	-2

No.	ERG Ets-DNA blk	Anesthetic bind	RGS4 inh	APE1 inh
11	2%	/	-22%	/
12	-8%	85%[activator]	0%	-4%
13	-4%	-8%	-3%	-3%
14	-16%	122%[activator]	-36%	/
15	-5%	-14%	-22%	-2%
16	0%	-1%	-22%	16%
17	3%	-1%	1%	0%
18	-2%	-10%	18%	3%
19	-11%	/	8%	/
20	-4%	/	-9%	/

Next part (two carried over from the part before).
No.	mol	ALOX12 inh	POLH inh	Pol kappa inh	POLB inh	LDHA inh
19	COc1ccccc1C(=O)OCCc1ccccc1	7%	-5%	-12%	/	-2
20	Cc1ccc(CC2(OCCN(C)C)CCC(C(C)(C)C)CC2)cc1 (centres undefined)	?	?	-17%	/	-2
21	COC(=O)COc1cccc(NC(=O)COc2ccccc2)c1	18%	0%	-4%	2%	-11
22	COc1ccc(-c2c(C)cc3oc(=O)cc(-c4ccccc4)c3c2C)cc1C=O	-20%	-2%	-10%	/	-4
23	Cc1cccc(N2CCN(C(=O)c3cccc(N4C(=O)C5CC=CC(C)C5C4=O)c3)CC2)c1C (centres undefined)	-7%	-28%	-20%	0%	3
24	NC(=O)CC(NC(=O)Cc1cccc2ccccc12)c1ccc(N2CCN(c3ccccn3)CC2)c([N+](=O)[O-])c1 (centres undefined)	-19%	0%	4%	1%	-6
25	CC(C)C(=O)Nc1c(-c2ccccc2F)c(=O)c2ccccc2n1C	-3%	-12%	10%	8%	-1
26	O=C(Nn1c(O)c(C=C2N=c3ccccc3=N2)sc1=S)c1ccccc1	0%	-12%	-14%	1%	-8
27	O=C1NC2(CCCCC2)OC12CCCCC2	5%	-12%	1%	/	3
28	CN(C)c1ccc(-c2nnn(Cc3ccccc3Br)n2)cc1	19%	-4%	-6%	-3%	-7
29	CCN(CC)C(=O)c1nc[nH]c1C(=O)N(CC)CC	0%	-12%	2%	/	-8
30	CC1CCN(c2oc(-c3cccc4ccccc34)nc2C#N)CC1	-14%	-9%	2%	22%	-2

No.	ERG Ets-DNA blk	Anesthetic bind	RGS4 inh	APE1 inh
19	-11%	/	8%	/
20	-4%	/	-9%	/
21	9%	-1%	1%	0%
22	8%	-12%[110 µM]	16%	-10%&-7%
23	-1%	?	3%	-6%
24	1%	-15%	?	4%
25	6%	14%	-13%	3%
26	2%	?	-30%	-4%
27	-3%	/	-7%	/
28	/	-3%	23%	5%
29	-3%	/	5%	8%
30	/	5%	-17%	5%

Carrying on:
No.	mol	ALOX12 inh	POLH inh	Pol kappa inh	POLB inh	LDHA inh
31	Cc1csc(SCC(=O)NC2CCS(=O)(=O)C2)n1 (centres undefined)	16%	-9%	-7%	/	-6
32	CCSC1=NC2(CCN(C(=O)NC3CCCCC3)CC2)N=C1c1ccc(OC)cc1	-22%	-11%	-10%	-20%	-1
33	Cc1ccc2c(c1)NC(=O)C(CC(=O)NCCCN1CCCCC1)O2 (centres undefined)	449%[activator]	-17%	-3%	46%	-10
34	Oc1c(Cl)cc(Cl)cc1CNc1nc2ccccc2[nH]1	-14%	-29%	1%	-2%	-3
35	O=C(O)C1C2C=CC(C2)C1C(=O)N1CCN(CCO)CC1 (centres undefined)	-15%	1%	-6%	-16%	-11
36	CN(C(=O)c1cccc(NC(=O)Cc2cccc(NC(=O)C3CCN(C(=O)c4ccccc4)CC3)c2)c1)C1CCCC1	0%	-13%	1%	/	-9
37	Cc1nc2[nH]c(=S)[nH]c2cc1Br	13µM*	-4%	-16%	58%	-6
38	CN(C(=O)N1CCN(S(=O)(=O)c2ccccc2)CC1)c1ccccc1	12%	6%	-7%	36%	-7
39	C=CCn1c(Oc2ccc(C=O)cc2OCC)nc2c1c(=O)n(C)c(=O)n2C	0%	-4%	11%	2%	1
40	Cc1cc(C(=O)N/N=C\c2cc(C(C)(C)C)c(O)c(C(C)(C)C)c2)n[nH]1	5%	-31%	-26%	1%	4

No.	ERG Ets-DNA blk	Anesthetic bind	RGS4 inh	APE1 inh
31	?	/	-4%	2%
32	-10%	-10%	20%	/
33	4%	-1%	9%	-6%
34	4%	-17%	-11%	14%
35	10%	-15%	1%	-1%
36	10%	/	11%	/
37	-7%	-7%	?	13%
38	8%	-6%	3%	-4%
39	1%	1%	-8%	-3%
40	8%	-22%	-3%	-12%

Continued, starting with the last 3 of the part before.
No.	mol	ALOX12 inh	POLH inh	Pol kappa inh	POLB inh	LDHA inh
38	CN(C(=O)N1CCN(S(=O)(=O)c2ccccc2)CC1)c1ccccc1	12%	6%	-7%	36%	-7
39	C=CCn1c(Oc2ccc(C=O)cc2OCC)nc2c1c(=O)n(C)c(=O)n2C	0%	-4%	11%	2%	1
40	Cc1cc(C(=O)N/N=C\c2cc(C(C)(C)C)c(O)c(C(C)(C)C)c2)n[nH]1	5%	-31%	-26%	1%	4
41	Cc1cccc(C)c1OCC(=O)Nc1ccncc1	278%[activator]	-23%	-6%	10%	-1
42	Cc1ccc(C2C=C(c3ccc(Cl)cc3)Nc3nc(NC(=O)c4ccco4)nn32)cc1 (centres undefined)	22µM*	-11%	-19%	?	-1
43	O=C1c2ccccc2C(=O)N1/N=C/c1ccc(O)c(O)c1O	/	1.6µM*	1.4µM*	?	49
44	O=C(CSc1nc2ccccc2o1)N1c2ccccc2Sc2ccc(Cl)cc21	-20%	0%	-11%	25%	-2

No.	ERG Ets-DNA blk	Anesthetic bind	RGS4 inh	APE1 inh
38	8%	-6%	3%	-4%
39	1%	1%	-8%	-3%
40	8%	-22%	-3%	-12%
41	-5%	-8%	-8%	51%[activator]
42	2%	218%[activator]	-23%	/
43	9%	-11%	?	0.71µM*
44	5%	-14%	-13%	15%

Only part of the results is shown (hit frequency here may not be typical).
